# Screens (PubChem)
# WT yeast gro inh = growth inhibition of WT yeast, mitochondrial fusion screen | mitochondrial fusion phenotypic screen, WT strain | actives 2.1% (n = 190,000) | inhibition, % at 10 µM; in the data active = inhibition above about 58%; tested in S. cerevisiae
# PMI inhibition = human PMI inhibitors, high substrate, primary screen, biochemical, fluorescence intensity, high mannose 6-phosphate (AID 1220). actives 0.66% (n = 190,000). inhibition, % at 20 µM, or IC50 in µM where a hit was titrated. recombinant PMI enzyme, coupled fluorescence intensity; higher % means a stronger effect
# Ins promoter up = MIN6 insulin promoter up-regulation; actives 0.3% (n = 190,000); z-score at 5 µM; MIN6 insulin promoter-GFP reporter, high-content imaging; active compounds read high;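 active = z-score above 3 at 5 µM with at least 500 cells counted in the well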
# bCat nuc transl = beta-catenin nuclear translocation modulation. HeLa beta-catenin nuclear translocation, immunofluorescence imaging. nuclear translocation activity, % at 5 µM. actives 0.3% (n = 190,000);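 active = nuclear translocation activity above 50% at 5 µM, with a well cell count of 50 or more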;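 note: per-cell ratio of nuclear to cytoplasmic median beta-catenin stain intensity; plate controls were DMSO negative control for no effect and GSK-3 inhibitor IX positive control for full effect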
#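 System: Human HeLa cells, endogenous beta-catenin | Compound dosing: 5 µM primary, 0.02–20 µM confirmation | Timing: 24 h compound exposure at 37°C, 5% CO2 | Measured by: Fluorescence imaging of beta-catenin antibody stain plus DAPI | Read-out basis: % activation of per-cell nuclear versus cytoplasmic median beta-catenin signal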
# PMI inhibitors = MPI enzyme activity inhibition – biochemical, fluorescence intensity, coupled assay, primary screen (AID 1209); actives 0.42% (n = 190,000); purified PMI enzyme, coupled fluorescence intensity; higher % means a stronger effect; one-dose inhibition, % at 20 µM; IC50 in µM for titrated hits;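 note: plate controls were DMSO vehicle for no effect and wells lacking substrate for full effect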
# Autophagy mod = modulators of autophagy | MEF GFP-LC3 puncta imaging; test concentration mostly 10 µM | calls only at 10 µM (by protocol) | actives 0.98% (n = 190,000);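 active = percentage of spot-positive cells more than 3 SD above its plate mean, without a fluorescence outlier flag or 80% toxicity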;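 note: spot-positive cell cutoff set from DMSO-treated cells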
# MT stabilizer = stabilizes microtubules in HeLa cells. HeLa tubulin immunostaining HCS, 24 h; share of cells brighter than vehicle mean+2SD. % tubulin-high responders, % at 10 µM. actives 0.83% (n = 200,000);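 active = plate Z-score above 3 for both tubulin-high and condensed-nucleus cell shares, with cell loss under 80%, at 10 µM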;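 note: anti alpha tubulin signal scored within the nucleus-defined area of each cell; some results filed as inactive read as strong as hits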
# Yfh1-depleted yeast = enhancers of respiration in Yfh1-depleted yeast, dose response, Friedreich's ataxia, plus single-dose screen (AID 1465). S. cerevisiae Yfh1-off respiration, WST-1 reduction, 72 h; higher fold induction means a stronger effect. fold induction at 50 µM; hits with a dose series show EC50 in µM. actives 0.074% (n = 220,000);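 active = fold induction of absorbance versus untreated yeast above a set limit, then at least 30% activation at any dose in follow-up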;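 note: activators that raise dye reduction in frataxin-depleted yeast; strong numbers were not always called active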
# Dynein cargo inh = dynein cargo transport inhibition | z-score, hits read low | AID 1381 | 3617.4 mouse cells, GR-EGFP nuclear translocation imaging; test concentration mostly 20 µM; stimulated with dexamethasone, 1 µM; active compounds read low | actives 0.47% (n = 220,000);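 active = plate z-score of nuclear minus cytoplasmic receptor signal below a set negative limit, without overly bright fluorescence or cell loss, cut at about -3.5 in these data, passing the limit was not always enough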;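 note: z-score of nuclear minus cytoplasmic ring GR-EGFP intensity difference per well; some compounds called inactive have numbers as strong as hits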
#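 Buffer or medium: tet-free, stripped-serum medium; Also added: dexamethasone, 1.0 µM final; Technique: high-content fluorescence imaging after fixation; Times: 48 h induction, 1 h compound, 30 min dex at 37 °C; Read-out: per-cell GR-EGFP intensity, nucleus versus surrounding cytoplasmic ring, well-averaged.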
# WT yeast gro inh mutant strain = further read-out of WT yeast gro inh, marked with its call; inhibition, %; mitochondrial fusion phenotypic screen, mutant strain inhibition
# Dynein cargo inh cytoplasmic EGFP = recorded beside Dynein cargo inh, whose call it bears; z-score; measured here: cytoplasmic GR-EGFP intensity; active compounds read high
# Dynein cargo inh nuclear GR-EGFP = further read-out of Dynein cargo inh, marked with its call; z-score; measured here: nuclear GR-EGFP intensity;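 lower value marks the stronger effect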
# Dynein cargo inh cell count = also measured in Dynein cargo inh; calls as there; z-score; measured here: cell count per field
# Ins promoter up cell count = also measured in Ins promoter up; calls as there; cell count; measured here: cytotoxicity, nuclei count;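 total cells summed across four imaged fields per well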
# bCat nuc transl cell count 5 µM = second read-out of bCat nuc transl, no call of its own (marks repeat the call); cell count; measured here: cell count, cytotoxicity flag
# MT stabilizer Hoechst-high % = also measured in MT stabilizer; calls as there; % Hoechst-high responders; measured here: nuclear condensation Hoechst responders;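 share of cells brighter than vehicle mean plus two SD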
# MT stabilizer cytotoxicity % = recorded beside MT stabilizer, whose call it bears; toxicity, %; measured here: cytotoxicity by cell density;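 0% = mean cell density of plate MIN control wells and 100% = no cells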
# Autophagy mod cell loss 18 h = also measured in Autophagy mod; calls as there; toxicity, %; measured here: cell loss, nuclei count;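 cell loss after 18 h compound exposure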
# Active calls of the source: *; i = inactive; nt = no result given. Cut-off read from the data, not from the text of the source, unless noted: active = inhibition above about 50%; inactive = the rest.
SMILES,WT yeast gro inh,WT yeast gro inh mutant strain,PMI inhibition,Ins promoter up,Ins promoter up cell count,bCat nuc transl,bCat nuc transl cell count 5 µM,PMI inhibitors,Autophagy mod,Autophagy mod cell loss 18 h,MT stabilizer,MT stabilizer Hoechst-high %,MT stabilizer cytotoxicity %,Yfh1-depleted yeast,Dynein cargo inh,Dynein cargo inh cytoplasmic EGFP,Dynein cargo inh nuclear GR-EGFP,Dynein cargo inh cell count
NS(=O)(=O)c1ccc(NC(=S)NC(=O)c2ccc(-c3ccccc3)cc2)cc1,11,-16,4%,0,1404,4.9,1020,8%,i,-11,7.6,2.8,8.7,i,2.8,-0.12,1.6,-2.3
COc1ccc(CCNC(=O)CSc2nc3ccccc3o2)cc1OC,17,1,1%,nt,nt,nt,nt,9%,i,-4,2.5,1.3,12,i,1.3,-0.12,0.53,-1.5
COc1ccc(OC)c(NC(=O)CSc2nnc(-c3ccco3)n2-c2ccc(C(=O)O)cc2)c1,-17,-12,22%,0.61,1292,3.6,1398,12%,i,7,3.6,1.8,10,i,-0.71,-0.2,-0.38,1.7
Cc1[nH]c(=S)[nH]c(=O)c1Cc1ccccc1,-6,-11,-1%,0.12,1747,-1.9,913,3%,i,-24,2.6,1.7,2.7,i,-0.33,-0.18,-0.089,-0.072
CCOc1ccc(OCC)c(NC(=O)CSc2nnc(-c3cccnc3)o2)c1,-8,-7,10%,0.46,1276,-4.1,1173,17%,i,-7,1.9,1.5,14,i,-0.21,-0.23,0.053,0.12
CCOC(=O)C1CCN(C(=O)CCNC(=O)c2cc(OC)c(OC)c(OC)c2)CC1,-15,-2,-7%,-0.3,1458,nt,nt,1%,i,5,7.5,3.8,6.6,i,-0.7,-0.19,-0.087,0.21
CCN=C(NCC)SC1CC(=O)N(c2cccc(OCC)c2)C1=O (stereo unspecified),21,12,3%,0.82,1225,-3.6,882,4%,i,8,2.6,2.1,6.4,i,-0.55,-0.28,-0.088,0.6
CCOC(=O)N1CCN(C2CC(=O)N(c3ccccc3)C2=O)CC1 (stereo unspecified),-2,1,8%,nt,nt,-0.7,1239,-8%,i,-5,4.2,1.5,6.9,i,-1.1,-0.2,-0.18,0.092
CCCCC(=O)NC(Nc1cc(C)ccn1)(C(=O)OCC)C(F)(F)F (stereo unspecified),-22,11,-7%,nt,nt,nt,nt,-5%,i,12,3.8,2.1,10,i,-0.39,-0.34,0.11,-0.23
CCOC(=O)Cn1cc(/C=C(/C#N)C(=O)NC(C)C)c2ccccc21,3,-2,2%,-0.25,1511,0.6,989,8%,i,14,2.3,2.0,4.9,i,-0.61,-0.24,-0.084,0.31
NC(=O)CCn1c2ccccc2c2ccccc21,3,7,2%,-0.02,1392,-0.1,1481,8%,i,13,2.6,1.7,3.2,i,2.4,-0.23,1.3,-1.4
CN(C)CCN1C(=O)C(O)=C(C(=O)c2cc3ccccc3o2)C1c1cccc(Br)c1 (stereo unspecified),-16,-11,6%,-0.81,1674,-1.1,1354,0%,i,0,3.3,1.4,0.9,i,2,-0.2,1.4,-0.34
CCOC(=O)/C(C#N)=C/Nc1cc(F)ccc1C,nt,nt,nt,-0.16,1085,2.2,1295,nt,nt,nt,nt,nt,nt,i,-0.41,-0.19,-0.28,0.72
CC(=O)N(c1c(C)n(C)n(-c2ccccc2)c1=O)C1(C(=O)NC2CCCCC2)CCCCC1,-3,3,1%,-0.76,871,3.9,1032,7%,i,4,1.6,1.4,18,i,2.1,-0.24,0.74,-0.83
COc1ccccc1-c1cc(C(=O)NCCCn2ccnc2)no1,2,-5,16%,0.77,1210,nt,nt,13%,i,2,2.3,1.7,14,i,-0.9,-0.26,-0.21,0.69
Cc1ccc(NC(=O)Cc2ccc3c(c2)OCCO3)cc1S(=O)(=O)N1CCCCC1,nt,nt,nt,-0.08,1105,-0.3,1343,nt,nt,nt,nt,nt,nt,i,-0.71,-0.75,-0.58,0.77
CCc1cccc(OCC(=O)Nc2ccc(S(=O)(=O)Nc3ccccn3)cc2)c1,10,-13,4%,-0.08,1505,0.3,1570,14%,i,-10,3.3,2.0,9.2,i,0.55,-0.33,-0.39,0.73
CC(=O)N(Cc1ccccc1)Cc1cn(CCC#N)nc1-c1cccc([N+](=O)[O-])c1,5,7,-3%,-0.1,1600,-3.0,1113,-1%,i,-33,2.7,1.9,3.5,i,-1.3,-0.039,-0.46,0.77
CCCS(=O)(=O)N1CCN=C1SCc1ccc(C)cc1,-7,-18,4%,-0.69,1257,-0.9,1062,5%,i,-1,2.9,1.8,4.9,i,-0.33,-0.31,-0.21,0.56
CCOc1ccc(N(C(C)C(=O)Nc2ccc(OC)cc2)S(C)(=O)=O)cc1 (stereo unspecified),9,-6,5%,0.24,1161,-0.1,1174,-3%,i,0,1.5,1.6,6.8,i,-0.004,-0.22,-0.19,0.65
O=C(CNC(=O)c1ccccc1Cl)OCC(=O)N1CCc2ccccc21,-16,1,8%,nt,nt,-1.0,1053,2%,i,6,8.5,0.9,5.2,i,-0.85,-0.27,-0.19,0.55
CSc1ccc(/C=N/NC(=O)c2ccc(C)c(C)c2)cc1,-1,-8,-4%,-0.14,1162,1.1,484,-4%,i,-13,24*,23*,39*,i,-0.025,-0.33,-0.4,0.62
Clc1ccc(CSc2snnc2-c2ccccc2)cc1,50,42,12%,-0.66,1789,0.6,1077,9%,i,13,4.5,1.8,5.3,i,-0.62,-0.23,-0.62,0.85
CCOC(=O)CSc1nc(C(C)(C)C)nc2ccccc12,9,10,nt,-0.49,1600,0.6,1553,nt,i,0,1.9,1.9,3.0,i,-0.7,-0.033,-0.49,-0.18
Nc1nc2n(n1)C(c1cccs1)CC(c1ccc(Br)cc1)N2 (stereo unspecified),7,0,13%,0.12,1398,-0.4,1201,9%,i,21,4.7,1.0,3.9,i,-0.49,-0.33,0.073,-0.081
# Going on with the list:
SMILES,WT yeast gro inh,WT yeast gro inh mutant strain,PMI inhibition,Ins promoter up,Ins promoter up cell count,bCat nuc transl,bCat nuc transl cell count 5 µM,PMI inhibitors,Autophagy mod,Autophagy mod cell loss 18 h,MT stabilizer,MT stabilizer Hoechst-high %,MT stabilizer cytotoxicity %,Yfh1-depleted yeast,Dynein cargo inh,Dynein cargo inh cytoplasmic EGFP,Dynein cargo inh nuclear GR-EGFP,Dynein cargo inh cell count
C[C@H](NC(=O)Cc1cccc2ccccc12)C(=O)NCc1ccccc1,0,8,13%,-0.87,1256,-3.6,1070,4%,i,4,4.5,1.9,7.9,i,-0.13,-0.31,0.26,0.31
CN(CC(=O)NCc1ccco1)S(=O)(=O)c1cccc2cccnc12,-6,-15,8%,-0.69,955,nt,nt,-2%,i,15,4.9,1.8,10,i,0.29,-0.23,0.26,0.33
COc1cccc2cc(C(=O)Nc3cccc(C)n3)c(=O)oc12,nt,nt,0%,-0.35,888,0.8,1180,-7%,nt,nt,nt,nt,nt,nt,nt,nt,nt,nt
O=C(COC(=O)CCC(=O)c1cccs1)NCc1ccc(Cl)cc1,-4,-9,-12%,0.32,984,-0.6,960,-11%,i,-10,3.6,1.4,6.1,i,0.084,-0.18,0.32,-0.064
O=C(OCc1csc(-c2ccccc2)n1)c1ccc(O)cc1,1,-3,12%,0.32,1190,-0.7,1099,15%,i,-4,3.7,3.5,3.2,i,-0.85,0.06,-0.76,0.27
O=C1CC(c2cccs2)Cc2nc(NCC3CCCO3)ncc21 (stereo unspecified),8,26,9%,0.56,1211,1.6,736,-3%,i,9,4.7,1.8,4.5,i,-0.32,-0.29,-0.2,0.6
COc1ccc(N(CC(=O)NCc2ccc(C)cc2)S(=O)(=O)c2ccccc2[N+](=O)[O-])c(OC)c1,-3,-9,15%,-0.3,1513,-1.7,1136,15%,i,-1,3.0,2.4,0.0,i,0.46,-0.22,0.17,-0.99
COc1cc2[nH]cc(C(=O)NCCc3ccccc3)c(=O)c2cc1OC,-11,9,18%,-1.3,1126,-2.2,1008,15%,i,3,4.9,2.6,6.6,i,1.5,0.25,1.8,-2.9
CCOC(=O)c1sc(=S)n(-c2ccccc2)c1NC(C)=O,nt,nt,nt,-0.21,1113,0.6,1287,nt,nt,nt,nt,nt,nt,i,-0.58,-0.18,0.55,0.66
Cc1ccc(S(=O)(=O)Cn2cnnn2)cc1,-12,-39,1%,-0.1,1337,-3.4,1019,-4%,i,5,2.3,2.5,17,i,1.3,-0.17,0.82,-0.27
COc1ccc(N2CCN(C(c3cc4ccc(C)cc4[nH]c3=O)c3nnnn3C3CCCC3)CC2)cc1 (stereo unspecified),-5,9,38%,-0.03,1279,1.3,1147,18%,i,-4,2.6,1.9,11,i,-0.45,-0.22,-0.1,0.69
Cn1c(=O)c2c(nc(SCC(=O)NCc3ccc4c(c3)OCO4)n2Cc2ccc(F)cc2)n(C)c1=O,15,5,-4%,nt,nt,2.8,549,-4%,i,16,4.5,1.7,6.5,i,0.43,-0.29,0.073,1.4
COCCSc1nnc(NC(=O)C2CCCCC2)s1,2,10,-1%,-0.52,1097,-1.6,1180,2%,i,6,4.7,2.7,17,i,1.8,-0.17,1.3,-1.9
COc1ccc(C(=O)N2CCN(S(=O)(=O)c3ccc(C)cc3C)CC2)cc1OC,11,-2,10%,nt,nt,-0.6,1080,17%,i,0,2.7,1.9,5.5,i,-0.85,-0.15,-0.34,0.36
